# Source: PubChem (several laboratories)
# HIF act: HIF pathway transcriptional activation. U2OS HRE-luciferase reporter, luminescence; normalized: DMSO 0%, desferrioxamine 100%. activation, % at 7.5 µM (by protocol). actives 0.32% (n = 300,000). AID 1910;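 active means mean activation of at least 10% of the iron chelator positive control signal, with at least half of replicates also reaching 10%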
# Platelet DG rel: modulates dense granule release in human platelets | human platelet-rich plasma, SFLLRN dense granule ATP release, luminescence | inhibition, %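 (compounds screened at 7.5 µM in platelet-rich plasma)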 | actives 0.22% (n = 300,000);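 active means mean replicate score, as percent of positive control, at or above 50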
# MrgX1 antag: antagonists of human MrgX1 receptor. actives 1.3% (n = 310,000). AID 588676. B-score at 10 µM. MRGX1-HEK293 calcium flux, Fluo-4, BAM8-22 antagonism; hits give low values;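 active means calcium-response B-score plate-corrected more than 3 library SD below zero, starting fluorescence within 5 deviations, no agonist response on first addition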;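 further: peak minus trough fluorescence over baseline after final BAM8-22 challenge near maximal dose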
# MrgX1 agonist: activates human MrgX1 receptor signaling; actives 0.44% (n = 310,000); MrgX1-HEK293 cells, Fluo-4 calcium fluorescence, agonist mode; hits give high values; AID 588627; B-score at 10 µM; Q96LB2;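 active means calcium response B-score plate-corrected fluorescence ratio at least 3 library SD, with starting fluorescence B-score inside 5 SD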
#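 Material: MrgX1-expressing HEK293 cells; input: 15,000 cells per well; doses: test compound given as first of three sequential additions; schedule: overnight plating before 1 h dye loading; technique: Fluo-4 NW calcium-flux fluorescence, kinetic read; evaluation: baseline-normalised fluorescence change ratio, B-scored; control set: plate-wise positive and negative controls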
# TRPC6 inh: mouse TRPC6 channel inhibition; Q61143; HEK293-TRPC6, membrane potential dye, ACh-evoked depolarization; hits give low values; B-score at 10 µM; actives 1.1% (n = 310,000);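 active means B-score under library mean minus 3 SD, initial fluorescence not abnormally high, positive integrated signal ratio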;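 further: B-score derived from integrated fluorescence ratio over the kinetic read; more negative B-score means stronger inhibition of depolarization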
# Target sequence (Q61143 whole entry, looked up): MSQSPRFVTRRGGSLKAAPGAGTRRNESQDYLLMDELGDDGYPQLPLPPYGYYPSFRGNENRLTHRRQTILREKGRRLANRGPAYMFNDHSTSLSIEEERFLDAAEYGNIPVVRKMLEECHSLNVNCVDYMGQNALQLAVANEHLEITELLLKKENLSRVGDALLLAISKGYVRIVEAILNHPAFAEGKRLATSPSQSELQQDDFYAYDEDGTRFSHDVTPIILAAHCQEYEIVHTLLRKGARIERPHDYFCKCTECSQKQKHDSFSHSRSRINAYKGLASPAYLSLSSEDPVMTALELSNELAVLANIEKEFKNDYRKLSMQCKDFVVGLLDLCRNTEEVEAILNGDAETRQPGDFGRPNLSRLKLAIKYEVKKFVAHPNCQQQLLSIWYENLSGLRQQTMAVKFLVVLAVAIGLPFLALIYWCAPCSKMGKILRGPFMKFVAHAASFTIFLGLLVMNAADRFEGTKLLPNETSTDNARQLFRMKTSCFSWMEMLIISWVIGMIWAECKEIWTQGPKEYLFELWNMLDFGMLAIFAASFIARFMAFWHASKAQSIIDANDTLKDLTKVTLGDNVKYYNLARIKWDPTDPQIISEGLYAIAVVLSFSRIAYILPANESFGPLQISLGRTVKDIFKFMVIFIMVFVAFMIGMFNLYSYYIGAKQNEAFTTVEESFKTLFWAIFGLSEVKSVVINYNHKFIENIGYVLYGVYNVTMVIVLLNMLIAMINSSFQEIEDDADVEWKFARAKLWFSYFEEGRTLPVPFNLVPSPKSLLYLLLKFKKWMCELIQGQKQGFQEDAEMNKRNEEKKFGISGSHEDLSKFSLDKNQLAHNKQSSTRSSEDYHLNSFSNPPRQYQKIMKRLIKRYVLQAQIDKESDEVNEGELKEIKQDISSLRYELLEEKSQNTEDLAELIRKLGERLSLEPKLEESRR
# RGS4 pot: potentiators or activators of RGS4. actives 0.92% (n = 310,000). B-score at 10 µM. HEK293 M3R/inducible RGS4, carbachol calcium flux Fluo4; hits give low values;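 active means B-score of the integrated calcium signal more than 4 SD below the library mean, with starting fluorescence not abnormally high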;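 further: negative B-score means reduced calcium response which marks RGS4 activation or potentiation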
#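 Reagent: ECmax carbachol challenge; Test system: M3R-expressing HEK293 line, RGS4 induced by doxycycline; Schedule: overnight RGS4 induction, 30 min dye load 37 °C, 20 min compound RT; Detection: calcium dye Fluo4 fluorescence; Read-out: Agonist-evoked peak-minus-minimum fluorescence over baseline, integrated ratio, B score.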
# TRPC6 act: activates the mouse TRPC6 cation channel; HEK293-TRPC6 membrane potential dye fluorescence; hits give high values; B-score at 10 µM; actives 0.13% (n = 310,000); AID 2550;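 active means B-score of the integrated fluorescence ratio above library mean plus 3 SD, and starting fluorescence ratio within library mean plus 5 SD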;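 further: higher score means more depolarization so channel activation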
# RGS4 block: human RGS4 inhibition | actives 0.45% (n = 310,000) | B-score at 10 µM | HEK293 M3R/RGS4 inducible, Fluo-4 calcium flux; hits give high values; triggered by carbachol at its EC20 | AID 463165;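 active means B-score, a plate-corrected calcium signal, over three deviations above library mean, with baseline fluorescence within five deviations of library mean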;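 further: RGS4 expression induced by doxycycline in cells with stable M3 receptor; B-score is computed from the integrated fluorescence ratio over baseline after carbachol; higher B-score means a larger calcium signal and so more RGS4 inhibition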
# Target sequence (P49798 whole entry, looked up): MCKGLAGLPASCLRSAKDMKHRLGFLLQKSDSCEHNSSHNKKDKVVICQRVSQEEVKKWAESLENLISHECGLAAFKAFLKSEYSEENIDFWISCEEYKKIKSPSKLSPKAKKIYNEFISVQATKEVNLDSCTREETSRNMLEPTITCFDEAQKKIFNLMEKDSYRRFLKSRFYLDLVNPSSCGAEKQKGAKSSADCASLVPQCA
# TRPC4 inh: inhibitors of mouse TRPC4 channel; Q9QUQ5; HEK293 TRPC4beta/mu-opioid, DAMGO-evoked Fluo4 calcium flux; hits give low values; B-score at 10 µM; actives 0.39% (n = 300,000);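 active means B-score over 3 SD under the library average, no early fluorescence shift, positive overall ratio signal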
#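 Assay system: HEK293 cells with stable TRPC4beta plus mu-opioid receptor expression. Dosing: single dose. Measured by: Fluo4 Ca2+ flux fluorescence. Also added: DAMGO in two steps, submaximal then maximal. Read-out: B score from integrated Fluo4 fluorescence ratio.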
# SKKanGAS inh: SKKanGAS growth inhibition. S. pyogenes SKKanGAS, kanamycin growth, BacTiter-Glo, 6 h. inhibition, % at 7.5 µM. actives 1.3% (n = 300,000);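 active means mean replicate score, as percent of positive control median, at least 50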;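 further: strain carries kanamycin resistance gene driven by streptokinase promoter and grows in 40 µg/ml kanamycin; loss of luminescence reflects streptokinase promoter inhibition or plain growth inhibition; 0% = median of DMSO wells and 100% = positive control at its reference dose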
# MrgX1 allo act: allosterically activates human MrgX1 receptor signaling; B-score at 10 µM; MrgX1-HEK293, Fluo-4 calcium flux, FDSS; hits give high values; Q96LB2; actives 0.63% (n = 310,000);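 active means plate-corrected calcium response at least 3 library SD above typical, normal starting fluorescence, not activating the receptor alone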;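 further: compound read alongside a low EC10 to EC30 dose of BAM8-22 agonist; peak minus trough fluorescence over baseline measured at the second addition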
# * = called active by the depositor; i = inactive; . = not tested or not shown.
entry	SMILES	HIF act	Platelet DG rel	MrgX1 antag	MrgX1 agonist	TRPC6 inh	RGS4 pot	TRPC6 act	RGS4 block	TRPC4 inh	SKKanGAS inh	MrgX1 allo act
1	CC(C)(C)OC(=O)N1CCC[C@H]1C(=O)N/N=C/c1ccc2ncccc2c1	0.3	6.5	i	i	i	i	i	i	i	-4.9	i
2	O=C(NCCCN1CCOCC1)c1ccc(-n2nc(C(F)(F)F)cc2-c2cccs2)cc1	-2.4	1.5	i	i	i	i	i	i	i	-2.8	i
3	Nc1c(C(=O)c2cccs2)sc2nsc(SCCN3CCCCC3)c12	5.1	-26.6	i	53.3*	i	i	19.2*	i	i	4.4	i
4	CSc1nc(N2CCOCC2)c2ccccc2n1	0.2	10.9	i	i	i	i	i	i	i	.	i
5	O=C(COc1ccc2ccccc2c1Br)Nc1ccncc1	2.9	8.6	i	i	i	i	i	i	i	-11.5	i
6	Cc1cccn2cc(CNC(=O)c3ccco3)nc12	0.3	-1.5	i	i	i	i	i	i	i	-2.8	i
7	Cc1ccccc1C(=O)Oc1ccccc1N1C(=O)C2CC=CCC2C1=O (stereo not drawn)	-0.2	-0.3	i	i	i	i	i	i	i	-3.6	i
8	COc1ccc(CCNC(=O)C2CC3Cn4c(nc5ccccc54)C3N2C)cc1 (stereo not drawn)	0.2	15.0	i	i	i	i	i	i	i	-0.6	i
9	COc1cc(-c2cc(=O)c3ccccc3o2)ccc1O	2.1	0.7	i	i	i	i	i	i	i	-4.5	i
10	CC(Oc1ccc(Br)cc1)C(=O)NCC(c1ccco1)N1CCCCC1 (stereo not drawn)	-0.1	7.5	i	i	i	i	i	i	i	6.9	i
11	NC(=NCCc1ccccc1)NS(=O)(=O)c1ccc(F)cc1	0.1	0.4	i	i	i	i	i	i	i	-0.3	i
12	Cn1c(=O)cc(N2CCN(C(=O)c3ccco3)CC2)[nH]c1=O	-0.1	1.7	i	i	i	i	i	i	i	-2.5	i
13	Cc1ccc(-n2ncc3c(=O)[nH]c(SCC(=O)N4CCN(c5ccccc5)CC4)nc32)cc1	0.2	.	i	i	i	i	i	i	i	1.1	i
14	COc1ccc(NC(=O)C2CC2)cc1NS(=O)(=O)c1ccc(F)cc1	0.4	-0.7	i	i	i	i	i	i	i	-0.8	i
15	CN1C(N)=NC(=O)/C1=C/c1ccccc1F	0.1	-1.7	i	i	i	i	i	i	i	1.3	i
16	C(=N\n1cnnc1)/c1ccc2c(c1)OCO2	0.4	3.7	i	i	i	i	i	i	i	6.0	i
17	COc1cc(C(=O)N/N=C/c2ccc(OC(=O)c3ccccc3Cl)c(OC)c2)ccc1O	-1.2	15.2	-4.65*	i	i	-9.9*	i	i	i	66.4*	i
18	CC1(C)CN(c2cccc(C#N)c2)C1=O	-0.4	-3.9	i	i	i	i	i	i	i	0.8	i
19	COc1ccc(CCNC(=O)CN(C2CCCCC2)S(C)(=O)=O)cc1	0.7	-15.9	i	i	i	i	i	i	i	-9.9	i
20	Cc1cc(C)n(C(=O)CCC2COc3ccccc3O2)n1 (stereo not drawn)	-0.2	0.5	i	i	i	i	i	i	i	3.4	i
21	COC(=O)c1ccc(NC(=O)COC(=O)C2CCC2)cc1	-0.1	2.2	i	i	i	i	i	i	i	0.3	i
22	O=C(Nc1cccc(S(=O)(=O)N2CCOCC2)c1)c1ccco1	-0.5	1.3	i	i	i	i	i	i	i	-6.7	i
23	Cc1nc(C(=O)O)sc1C1(C)CC(c2cccc([N+](=O)[O-])c2)=NO1 (stereo not drawn)	0.1	-4.1	i	i	i	i	i	i	i	3.6	i
24	Cc1cccc(NC(=O)CSc2nnc(CNC(=O)c3ccco3)o2)c1C	-0.6	0.0	i	i	i	i	i	i	i	-3.3	i
25	Cc1c2cnn(CC(=O)NCCCN3CCCCC3C)c(=O)c2c(C)n1Cc1ccccc1 (stereo not drawn)	0.0	2.4	i	i	i	i	i	i	i	6.2	i
26	COc1ccc(N2CCN(C(=O)c3ccc(OCc4c(C)noc4C)c(OC)c3)CC2)cc1	-0.2	-38.9	i	i	i	i	i	i	i	-4.7	i
27	Cc1ccc(-c2nn(CCC(=O)Nc3cccnc3)c(=O)c3ccccc23)cc1	-0.7	-4.6	i	i	i	i	i	i	i	0.3	i
28	COc1cc(OC)cc(C(=O)OCC(=O)N2CCCC2)c1	1.0	-13.3	i	i	i	i	i	i	i	-0.1	i
29	COc1ccc(N(CC(=O)N2CCCCC2)S(=O)(=O)c2ccccc2)c(OC)c1	0.2	-1.2	i	i	i	i	i	i	i	14.3	i
30	COc1cccc(COCCN2CCN(S(=O)(=O)c3ccc(C)cc3)CCC2=O)c1	1.4	-2.3	i	i	i	i	i	i	i	-9.6	i
31	Cc1ccc(NC(=O)c2cn(CCC#N)nc2-c2cccs2)c([N+](=O)[O-])c1	0.5	9.7	i	i	i	i	i	i	i	-7.3	i
32	Cc1ccc(S(=O)(=O)Nc2cc(C(C)C)c(O)cc2C)cc1	-0.3	-1.3	i	i	i	i	i	i	i	1.4	i
33	Cc1cccc(N2CCN(C(=O)C3CCCN(S(=O)(=O)c4c(C)noc4C)C3)CC2)c1C (stereo not drawn)	-0.1	-12.2	i	i	i	i	i	i	i	3.9	i
34	COc1cccc(C(=O)NNC(=O)C(=O)N2CCCCC2)c1	0.7	-2.9	i	i	i	i	i	i	i	.	i
35	O=C(Cn1cnc2ccccc21)NC(c1ccccc1)c1ccccc1	0.3	0.1	i	i	i	i	i	i	i	-3.8	i
36	S=c1[nH]nc2c3c4c(sc3ncn12)CCCC4	1.8	9.3	i	i	i	i	i	i	i	.	i
37	Cn1c(C(=O)N2CCCc3ccccc32)cc2sccc21	0.4	10.9	i	i	i	i	i	i	i	-6.7	i
38	CN(c1ccccc1)S(=O)(=O)c1cccc(NC(=O)c2cc3ccccc3oc2=O)c1	2.4	3.6	i	i	i	i	i	i	i	1.8	i
39	CCn1c(SCC(=O)N/N=C(\C)c2ccncc2)nnc1-c1ccccc1	-0.2	-0.8	i	i	i	i	i	i	i	-6.4	i
40	CCCCOC(=O)Cn1c(=N)n(CCN(CC)CC)c2ccccc21	0.0	-4.5	i	i	i	i	i	i	i	-14.1	i
41	Cc1cc(C)n(CCNC(=O)C2CCC(=O)N(CCc3cccc(F)c3)C2)n1 (stereo not drawn)	1.0	3.3	i	i	i	i	i	i	i	7.8	i
42	COc1cccc(C(=O)NC(=S)Nc2ccc3c4c(cccc24)CC3)c1	2.1	0.3	i	i	i	i	i	i	i	20.5	i
43	COc1ccc(NC(=O)NCc2cccn2C)c(OC)c1	-0.1	-1.7	i	i	i	i	i	i	i	-3.1	i
44	CCc1ccc(NC(=S)N2CCN(S(=O)(=O)c3ccccc3)CC2)cc1	.	.	i	i	i	i	i	i	i	.	i
45	CC(O)CNC(=S)Nc1ccccc1 (stereo not drawn)	0.1	-10.1	i	i	i	i	i	i	i	2.4	i
46	CSC1=C(C#N)C(c2ccccc2Cl)C2=C(N1)c1ccccc1C2=O (stereo not drawn)	-0.5	2.7	i	32.4*	i	i	i	i	i	0.8	i
47	CCn1c(CSCc2ccc(C)cc2)nnc1SCC(=O)N1CCN(c2ccccc2)CC1	-0.1	0.3	i	i	i	i	i	i	i	0.1	i
48	CC(C)C[C@H](NC(=O)C1CCN(S(=O)(=O)c2ccccc2)CC1)C(=O)NCc1cccnc1	-0.2	-10.2	i	i	i	i	i	i	i	-3.9	i
49	CN(C)c1ccnc2sc(C(=O)c3ccccc3)c(N)c12	1.9	-12.6	i	i	i	i	i	i	i	-12.5	i
50	Cc1nc(C)c(C(=O)Nc2ccc(Oc3ccccc3)cc2)o1	0.7	2.7	i	i	i	i	i	i	i	2.9	i
51	COc1ccccc1C(=O)N(CN1CCCC1=O)c1cccc(Cl)c1	-0.7	0.6	i	i	i	i	i	i	i	-6.3	i
52	Cc1ccc(OCC(=O)Nc2ccc3c(c2)OCO3)c([N+](=O)[O-])n1	1.9	-1.0	i	i	i	i	i	i	i	3.2	i
53	Cc1[nH]c2ccccc2c1C(=O)CN1CCC(C)CC1	-0.1	6.1	i	i	i	i	i	i	i	5.5	i
54	CSc1ccccc1NC(=O)c1cc(Cl)sc1Cl	0.4	-0.7	i	i	i	i	i	i	i	16.4	i
55	CC1(C)Cc2c(cnn2-c2cccc(F)c2)C(NC(=O)CSc2ccccn2)C1 (stereo not drawn)	-0.2	-1.5	i	i	i	i	i	i	i	1.0	i
56	O=[N+]([O-])c1ccc(S(=O)(=O)Nc2ccc(S(=O)(=O)N3CCCC3)cc2)cc1	-0.4	-1.2	i	i	i	i	i	i	i	7.4	i

# New compounds follow:
entry	SMILES	HIF act	Platelet DG rel	MrgX1 antag	MrgX1 agonist	TRPC6 inh	RGS4 pot	TRPC6 act	RGS4 block	TRPC4 inh	SKKanGAS inh	MrgX1 allo act
57	Cc1cccc(OC(=O)CCN2C(=O)C3C4C=CC(C5CC45)C3C2=O)c1C (stereo not drawn)	0.0	-4.8	i	i	i	i	i	i	i	-1.3	i
58	CC(OC(=O)c1ccccc1NCCO)C(=O)Nc1ccc(S(=O)(=O)N2CCOCC2)cc1 (stereo not drawn)	-0.8	.	i	i	i	i	i	i	i	-0.8	i
59	COC(=O)c1c(NC(=O)CSc2nnnn2-c2ccccc2)sc2c1CCC(C(C)(C)C)C2 (stereo not drawn)	-0.3	-5.4	i	i	i	i	i	i	i	-6.4	i
60	Cc1cc(C[n+]2cc(Cl)ccc2N)c2ncccc2c1	-0.2	2.3	i	i	i	i	i	i	i	-5.6	i
61	Cc1c(C(=O)OC(C)C)[nH]c2c1C(=O)CC(C)(C)C2	-0.2	0.2	i	i	i	i	i	i	i	5.6	i
62	O=C(Cc1c(F)cccc1Cl)NC1CCN(Cc2ccccc2)CC1	0.1	-12.6	i	i	i	i	i	i	i	3.4	i
63	Cc1cc2c(cc1S(=O)(=O)N1CCOCC1)NC(=O)CO2	-0.1	1.1	i	i	i	i	i	i	i	1.6	i
64	CCc1c(C(=O)Nc2ccncc2)csc1C	0.1	1.9	i	i	i	i	i	i	i	1.7	i
65	CCOc1cccc(C(=O)NCc2ccccc2)c1	0.3	0.5	i	i	i	i	i	i	i	-8.9	i
66	COc1ccc(S(=O)(=O)c2c(O)c3ccc(C(=O)Nc4ccc(F)cc4F)cc3[nH]c2=O)cc1	-0.2	-3.3	i	i	i	i	i	i	i	0.2	i

# Rows are unselected. Share with any hit: about 6.1%.
